# Shn3 inh set2: reduction of Shn3 3'UTR firefly luciferase signal, primary screen, Schnurri-3 inhibitor project, cell-based, Clone20 osteoblasts, set 2; Clone20 osteoblast Shn3 3'UTR firefly luciferase, 24 h; inhibition, % at 12.5 µM; hit rate 0.52% among 360,000; AID 588674, 2011;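 active = mean inhibition of at least 75% with every replicate also reaching 75%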;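 also: 0% = median of neutral control wells and 100% = pilot-screen positive control compound; some compounds past the cut are filed as inactive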
# Peg3 prom inh: Peg3 promoter-driven luciferase inhibitors, primary screen, cell-based, HeLa, luciferase luminescence; HeLa PEG-Prom luciferase reporter, overnight; inhibition, % at 20 µM; hit rate 1.7% among 360,000; AID 588405, 2011;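 active = inhibition of at least 50% at 20 µM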
# NR2E3 ag-1: inhibitors of NR2E3-RetCOR corepressor binding, primary screen, NR2E3 agonist project, biochemical, TR-FRET, GST-NR2E3, biotin-RetCOR; Photoreceptor-specific nuclear receptor (Homo sapiens), Q9Y5X4; 1536-well; inhibition of corepressor binding, % at 4.78 µM; hit rate 0.12% among 320,000; AID 2300, 2010;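 active = percent inhibition above the cutoff of mean plus 3 SD of all tested compounds, set per screening campaign, cut at about 20% in these data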;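 also: 0% = DMSO wells and 100% = biotin wells as full block of FRET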
# Target sequence (Q9Y5X4 whole entry, looked up): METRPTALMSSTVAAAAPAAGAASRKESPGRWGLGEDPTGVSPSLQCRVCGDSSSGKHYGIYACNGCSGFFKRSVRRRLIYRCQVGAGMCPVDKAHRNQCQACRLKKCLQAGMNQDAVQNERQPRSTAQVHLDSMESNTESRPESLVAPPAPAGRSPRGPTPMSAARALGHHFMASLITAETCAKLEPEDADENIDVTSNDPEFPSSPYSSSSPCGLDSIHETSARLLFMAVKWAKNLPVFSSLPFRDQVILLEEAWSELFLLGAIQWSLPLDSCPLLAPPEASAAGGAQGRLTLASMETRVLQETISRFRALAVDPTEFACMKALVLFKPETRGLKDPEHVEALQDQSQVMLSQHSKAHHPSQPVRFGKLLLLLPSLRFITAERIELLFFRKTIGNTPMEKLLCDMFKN
#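 System: GST-tagged NR2E3 plus biotinylated RetCOR corepressor; Buffer or medium: pH 7.5 Tris-based buffer; Probe or stimulus: RetCOR corepressor, biotinylated, 7 nM; Doses: compound at 4.8 µM, single dose; Schedule: 5 h incubation at 4 °C; Technique: time-resolved FRET; Evaluation: percent inhibition of TR-FRET ratio; Replication: one well per compound, singlicate testing.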
# CF NFkB inh: inhibitors of PAF-induced NF-kB signaling, primary screen, cell-based, GFP fluorescence, uHTS; hit rate 0.86% among 360,000; KKLEB NF-kB-GFP reporter, GFP fluorescence overnight; inhibition, % at 5 µM;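 active = at least 50% inhibition at 5 µM, scaled per plate between neutral and stimulator controls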;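 also: PAF is a Pseudomonas aeruginosa culture filtrate used as stimulus; plate controls were PAF-stimulated DMSO wells for no effect and unstimulated DMSO wells for full effect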
# CaV13 FRET inh: Primary screen for inhibitors of IQ motif and Ca2+-dependent inactivation inhibitor domain binding in CACNA1D, Förster resonance energy transfer in living cells, … | HEK cells, CFP/YFP FRET ICDI-IQ, plate reader, 10 min; percent FRET-ratio fall versus neutral wells | inhibition, % at 12.3 µM | hit rate 0.098% among 340,000 | AID 743397;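 active = mean replicate inhibition of at least 30% and at least 1% of replicates passing that level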;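 also: 0% = median of the neutral control wells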
# KKLEB cytotox: cytotoxicity in KKLEB CF airway cells, primary screen, cytotoxicity control for CF NF-kB inhibitor project, cell-based, uHTS, fluorescence assay plates; KKLEB CF airway cells viability, ATPlite luminescence, overnight; active compounds read low; cells stimulated with P. aeruginosa culture filtrate; activity change (cytotoxicity), % at 5 µM; hit rate 0.36% among 360,000;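 active = corrected activity change at or below -50% at 5 µM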
# Vif imaging: HIV Vif self-association inhibitors, primary screen, imaging, HEK293T, single point | HEK293T cells, Vif self-association by quenched fluorescence, 24 h | inhibition, % at 7.49 µM | hit rate 0.35% among 340,000; in the data active = inhibition above about 50%, passing the limit was not always enough; also: some results filed as inactive read as strong as hits
# NR2E3 ag-2: NR2E3 agonists in two-hybrid cells, primary screen, cell-based, luminescence, CHO-S, Gal4-NCOR/VP16-NR2E3; AID 602229, 2012; Photoreceptor-specific nuclear receptor (Homo sapiens), Q9Y5X4; hit rate 0.35% among 360,000; luciferase; inhibition of corepressor binding, % at 3.98 µM;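 active = inhibition above the mean of all tested compounds plus 3 SD, cut at about 70% in these data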;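 also: 0% = DMSO with NR2E3 transfected cells and 100% = cells lacking NR2E3 construct; higher means lower luciferase signal from less NR2E3 corepressor binding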
# HIF-2a inh: HIF-2a reporter inhibitors, primary screen, luminescence, 786-0 RCC cells; 786-0 RCC cells HIF-2a reporter, luciferase luminescence, overnight; AID 624352, 2012; inhibition, % at 18.8 µM; hit rate 0.72% among 360,000;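 active = inhibition of the luminescence signal of 40% or more relative to plate controls, in a single-dose primary screen at 18.75 µM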
# MITF TRPM1 inh: inhibitors of MITF-dependent TRPM1 promoter reporter, primary screen, cell-based, SK-MEL-5, single point, luciferase; SK-MEL-5 TRPM1 promoter luciferase, 24 h; inhibition, % at 12.5 µM; hit rate 0.83% among 330,000;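 active = mean inhibition across replicates of 60% or more, whatever share of single replicates reaches that level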; also: values of inactives mirror those of a sister screen read the other way
# PDI inh: inhibitors of human PDI, primary screen, biochemical, turbidity, single point, plate reader. Protein disulfide-isomerase (Homo sapiens), P07237. PDI insulin aggregation turbidity, A650, 90 min. inhibition, % at 10 µM. hit rate 0.052% among 350,000;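 active = mean inhibition across replicates of 30% or more, whatever share of single replicates reach that level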;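 also: absorbance from insulin aggregation driven by PDI reduction with DTT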
# Target sequence (P07237 whole entry, looked up): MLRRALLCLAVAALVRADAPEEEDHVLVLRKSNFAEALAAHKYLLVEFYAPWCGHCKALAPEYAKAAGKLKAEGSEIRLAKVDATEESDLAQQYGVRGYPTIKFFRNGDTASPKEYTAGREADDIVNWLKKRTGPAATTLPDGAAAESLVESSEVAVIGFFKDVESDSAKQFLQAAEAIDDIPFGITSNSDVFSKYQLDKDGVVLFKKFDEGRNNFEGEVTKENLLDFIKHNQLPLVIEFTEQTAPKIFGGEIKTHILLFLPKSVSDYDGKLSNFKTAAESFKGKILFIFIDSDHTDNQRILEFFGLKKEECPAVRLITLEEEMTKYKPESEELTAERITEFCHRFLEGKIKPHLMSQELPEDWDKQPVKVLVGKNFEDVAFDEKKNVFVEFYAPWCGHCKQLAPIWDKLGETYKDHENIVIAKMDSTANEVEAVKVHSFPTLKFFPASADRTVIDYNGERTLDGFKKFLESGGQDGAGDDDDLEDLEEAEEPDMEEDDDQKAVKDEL
# An asterisk follows results filed as active; nt = no result given.
# Start of the data: the first 6 entries, ahead of the listing:
Structure	HIF-2a inh	KKLEB cytotox	PDI inh	MITF TRPM1 inh	NR2E3 ag-1	CF NFkB inh	CaV13 FRET inh	NR2E3 ag-2	Peg3 prom inh	Vif imaging	Shn3 inh set2
O=C(CN(CC1CCCO1)C(=O)CNS(=O)(=O)c1ccccc1)NCCc1ccccc1 (configuration not stated)	6	-7	8	nt	5	5	-4	-1	17	23	-1
O=C(CCCn1c(=O)c2ccccc2n(CC(=O)NCc2ccco2)c1=O)NCc1ccco1	0	4	-2	8	-2	-8	-1	-22	10	3	2
CCO[C@H]1OC(C(N)=O)=C[C@@H](c2coc3ccccc3c2=O)[C@@H]1CCCO	13	13	-10	-3	1	-8	-13	-40	11	-3	2
C/C(=N\NC(N)=S)C1(C)CC2(CC(C)(C)OC2=O)C(=O)O1 (configuration not stated)	10	6	9	nt	-1	-16	-4	-12	9	-5	6
Cn1c(N2CCN(C(=O)Nc3ccc(C(F)(F)F)cc3)CC2)nc2ccccc21	15	-7	-14	11	5	-10	-6	27	2	16	22
CC(=O)N1CCN(S(=O)(=O)c2ccc(C)cc2)C1c1ccc(N(C)C)cc1 (configuration not stated)	14	-4	-3	12	-1	-2	-3	31	20	3	14

# The list itself, from the start:
Structure	HIF-2a inh	KKLEB cytotox	PDI inh	MITF TRPM1 inh	NR2E3 ag-1	CF NFkB inh	CaV13 FRET inh	NR2E3 ag-2	Peg3 prom inh	Vif imaging	Shn3 inh set2
O=C(CN(CC1CCCO1)C(=O)CNS(=O)(=O)c1ccccc1)NCCc1ccccc1 (configuration not stated)	6	-7	8	nt	5	5	-4	-1	17	23	-1
O=C(CCCn1c(=O)c2ccccc2n(CC(=O)NCc2ccco2)c1=O)NCc1ccco1	0	4	-2	8	-2	-8	-1	-22	10	3	2
CCO[C@H]1OC(C(N)=O)=C[C@@H](c2coc3ccccc3c2=O)[C@@H]1CCCO	13	13	-10	-3	1	-8	-13	-40	11	-3	2
C/C(=N\NC(N)=S)C1(C)CC2(CC(C)(C)OC2=O)C(=O)O1 (configuration not stated)	10	6	9	nt	-1	-16	-4	-12	9	-5	6
Cn1c(N2CCN(C(=O)Nc3ccc(C(F)(F)F)cc3)CC2)nc2ccccc21	15	-7	-14	11	5	-10	-6	27	2	16	22
CC(=O)N1CCN(S(=O)(=O)c2ccc(C)cc2)C1c1ccc(N(C)C)cc1 (configuration not stated)	14	-4	-3	12	-1	-2	-3	31	20	3	14
COc1ccccc1N(CC(=O)N1CCCC1)S(=O)(=O)c1cc([N+](=O)[O-])ccc1Cl	-3	14	9	10	nt	4	-3	-14	-6	4	6
COc1ccccc1NC(=O)N(Cc1ccc2c(c1)OCO2)Cc1nc2ccccc2c(=O)[nH]1	12	2	-7	13	0	-6	-4	-2	26	-4	2
CC(C)c1ccc(N2CC(C(=O)Nc3nccs3)CC2=O)cc1 (configuration not stated)	8	-1	1	-5	-1	6	-8	-49	-6	-9	-2
Cc1ccc(N=Cc2c(O)c3ccccc3n(C)c2=O)cc1	-179	-24	13	0	nt	3	-1	-19	-42	-7	-1
COc1cccc(Nc2nc3cc(OC)ccc3cc2C#N)c1	-30	-6	0	5	4	-33	-3	-15	-6	-5	19
Fc1ccc(NC(=S)N2CCN(c3cccc(C(F)(F)F)c3)CC2)cc1	9	-8	-1	2	6	-13	-3	36	9	6	24
CC(C)CN1CCN(CCCc2ccccc2)C(CCO)C1 (configuration not stated)	17	4	10	2	2	8	-5	6	36	-1	7
O=C(Nc1cc2cccc([N+](=O)[O-])c2oc1=O)c1cccs1	-14	1	0	0	2	-18	17	-30	-39	28	-20
O=C(/C=C/c1ccccc1[N+](=O)[O-])c1ccc(F)cc1	-122	3	-6	-2	0	6	-3	-51	107*	4	17
O=C(NCc1ccco1)c1cc([N+](=O)[O-])ccc1N1CCOCC1	18	1	4	5	3	-6	5	3	11	-2	5
O=C(Nc1ccncc1)c1ccc(N2CCCC2=O)cc1	-74	3	-3	-12	-1	-13	-2	-2	-42	-7	-40
O=C(NCCN1CCOCC1)c1cc(-c2ccc(Cl)s2)nc2ccccc12	-26	0	-7	-14	2	-23	-7	-17	8	-2	3
O=C(NCC1CCCO1)C(C(=O)c1ccccc1)n1cc(Cl)ccc1=O (configuration not stated)	15	-13	-3	-1	3	8	-5	-26	5	10	21
O=C1NC(=O)C(c2ccccc2)(c2ccc(Cl)cc2Cl)N1 (configuration not stated)	18	-4	-11	5	nt	-38	-5	25	30	-3	-5
COc1cc2cc(CN(CCN3CCOCC3)C(=O)Nc3ccc(F)cc3)c(=O)[nH]c2cc1OC	28	-18	-2	2	-3	-14	-31	0	19	4	1
Cc1cc(-c2ccc(C(C)C)c(S(=O)(=O)N3CCC(C)CC3)c2)on1	24	22	3	-3	-1	13	-3	-3	26	5	6
COc1ccc(Br)cc1CNc1ccc2[nH]c(=O)[nH]c2c1	12	8	-6	5	1	-1	-4	-20	-1	4	-7
Cc1[nH]c2ccccc2c1C(c1ccncc1)N1CCN(c2ccc(F)cc2)CC1 (configuration not stated)	28	-7	9	-9	2	35	-15	-26	3	-3	-10
COc1ccc(S(=O)(=O)N2CCN(CCOc3ccc(Br)cc3)CC2)cc1OC	8	-2	4	7	5	18	-3	12	12	-18	52
COc1ccc(CCNC(=O)CCc2ccc(S(=O)(=O)NCC(C)C)cc2)cc1OC	12	9	-2	6	0	-6	1	2	6	4	-2
CC1(C)Cc2c(sc(/N=C/N3CCCCCC3)c2C#N)C(C)(C)N1	-3	-7	2	-20	2	-3	-15	-30	-22	6	-9
CC(C)CC(=O)N(Cc1ccc(F)cc1)C1CCS(=O)(=O)C1 (configuration not stated)	17	-10	-5	7	0	10	-3	0	9	7	8
CCC(C)NC(=O)/C=C1\Sc2ccccc2NC1=O (configuration not stated)	-41	2	2	1	-1	12	-4	-52	-62	5	-35
CCn1c(SCC(=O)Nc2ccc(C(=O)OC)cc2)nnc1-c1cccs1	10	9	-3	0	-2	-5	-6	-34	1	-17	-6
CCOC(=O)Cn1cnc2c(cnn2-c2ccccc2)c1=O	-54	4	-2	-13	-1	-6	-4	-31	-36	-13	-35
CCOc1cc(C)c(C(C)C)cc1S(=O)(=O)NCc1ccccn1	10	13	-6	0	1	-6	-4	8	22	-2	-17
Cc1nc(SCC(=O)NC2CCS(=O)(=O)C2)c2c3c(sc2n1)CCCC3 (configuration not stated)	5	-14	4	-2	nt	11	-7	-9	8	1	-5
CCOC(=O)Nc1ccc(OC)cc1S(=O)(=O)N1CCCCC1	20	2	1	6	8	0	nt	-12	9	-2	-21
CC1(c2ccc3ccccc3c2)NC(=O)N(CC(=O)N2CCC(C(N)=O)CC2)C1=O (configuration not stated)	5	-1	-1	2	-3	5	-6	-12	3	40	1
O=C(CSc1nc2ccccc2[nH]1)c1cccs1	-229	5	-2	-51	1	-12	-5	-119	-260	nt	-90
O=C(Nc1cccc2c(=O)[nH][nH]c(=O)c12)c1ccc([N+](=O)[O-])cc1	-115	1	nt	nt	nt	-42	-5	-38	-35	nt	-24
Cc1noc(C)c1S(=O)(=O)N1CCCC(C(=O)c2cccc(OC(C)C)c2)C1 (configuration not stated)	23	2	-1	5	3	0	-2	-22	20	-3	34
COc1cccc(OCc2cc(C(=O)NCc3cnc4ccccn34)no2)c1	-17	-2	2	23	-4	29	-15	37	-30	-8	73
Cc1ccc(N2CCN(C(=O)NC3CCCCC3)CC2)c(C)c1	-18	-9	2	-3	2	4	-20	-10	-9	-18	1
O=C(Nc1ccc2c(c1)OCO2)Nc1ccccc1F	-246	13	3	-77	-2	11	-5	-143	-272	-9	-97
CS(=O)(=O)N1N=C(c2ccco2)CC1c1cccc([N+](=O)[O-])c1 (configuration not stated)	5	0	19	1	-1	6	-3	-16	13	-2	-12
CN(c1ccccc1)c1nc(N)c([N+](=O)[O-])c(NCc2ccco2)n1	-20	-4	-26	-4	-3	20	-10	4	12	-15	3
Cc1nc(SCC(=O)NC(C)(C)C)c2c(-c3cccs3)csc2n1	35	5	-10	3	4	1	7	4	10	0	19
CCn1cc(CNC(=O)c2cc(COc3ccc(F)cc3Cl)on2)cn1	-38	-11	5	3	3	-3	-2	-1	2	-5	27
CC(=O)CCS(=O)(=O)c1ccc(Oc2ccc(S(=O)(=O)CCC(C)=O)cc2)cc1	14	6	-5	16	-2	8	-5	-2	-1	-10	-8
O=C(NCCS(=O)(=O)N1CCN(c2cccc(Cl)c2)CC1)C1CC1	22	2	8	4	0	-13	-5	-5	6	nt	1
Cc1[nH]c(=O)c(C#N)c(C)c1CCC(=O)NCc1ccc(Cl)cc1	6	-4	-1	7	7	4	-4	-10	-6	6	-2
CC(=O)c1ccc(N2CCN(C(=O)c3cc(-c4ccncc4)nc4ccc(Br)cc34)CC2)cc1	8	13	-2	8	5	-38	-7	-36	34	-4	-7

# Reprinted at random: two compounds from above
Structure	HIF-2a inh	KKLEB cytotox	PDI inh	MITF TRPM1 inh	NR2E3 ag-1	CF NFkB inh	CaV13 FRET inh	NR2E3 ag-2	Peg3 prom inh	Vif imaging	Shn3 inh set2
COc1cccc(OCc2cc(C(=O)NCc3cnc4ccccn34)no2)c1	-17	-2	2	23	-4	29	-15	37	-30	-8	73
O=C(NCCS(=O)(=O)N1CCN(c2cccc(Cl)c2)CC1)C1CC1	22	2	8	4	0	-13	-5	-5	6	nt	1

# Source: PubChem (several laboratories)
